Fam108B inh: counter-screen for RBBP9 inhibitors: inhibitors of mouse Fam108B; hit rate 0.33% among 300,000; AID 1947; recombinant Fam108B, FP-Rh probe fluorescence polarization; inhibition, % at 9.51 µM;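 active means inhibition above the screen mean inhibition plus 3 SD, computed separately per campaign, cut at about 18% in these data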;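 further: inhibitors lower polarization as less probe binds the enzyme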
Efflux pump inh: blocks antifungal efflux pumps in multiplex yeast assay. S. cerevisiae Candida pump triplex, Nile Red efflux. inhibition, % at 10 µM. hit rate 0.44% among 330,000;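 active means plate passing quality check with inhibition over a set limit, or well fluorescence over plate mean plus 4 SD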;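 further: Nile Red retained in pooled yeast measured as flow cytometry median fluorescence; 0% = buffer negative control and 100% = Enniatin B positive control; higher means more Nile Red kept so more efflux inhibition; some compounds called inactive have numbers as strong as hits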
GLD-1 RNA inh: GLD-1-TGE RNA interaction inhibition (C. elegans); Q17339; purified GLD-1 + fluorescein TGE RNA, fluorescence polarization; inhibition, % at 5.96 µM; hit rate 0.44% among 320,000;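 active means percent inhibition above a per-plate cutoff, the plate mean of test compounds plus 3 SD, cut at about 30% in these data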;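 further: 0% = DMSO wells with GLD-1 and probe and 100% = wells lacking GLD-1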
Bcl-xL primary: Bcl-xL (human) inhibition. Q07817. GST-Bcl-xL / FITC-Bim BH3 peptide fluorescence polarization. inhibition, % at 10.9 µM. hit rate 0.7% among 320,000. AID 2129;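 active means inhibition above the mean of all tested compounds plus 3 SD, cutoff set per campaign, cut at about 30% in these data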;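 further: 0% = DMSO wells and 100% = unlabeled Bim-BH3 peptide competitor; inhibitors lower millipolarization by displacing the labeled peptide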
Target sequence (Q07817 whole entry, looked up): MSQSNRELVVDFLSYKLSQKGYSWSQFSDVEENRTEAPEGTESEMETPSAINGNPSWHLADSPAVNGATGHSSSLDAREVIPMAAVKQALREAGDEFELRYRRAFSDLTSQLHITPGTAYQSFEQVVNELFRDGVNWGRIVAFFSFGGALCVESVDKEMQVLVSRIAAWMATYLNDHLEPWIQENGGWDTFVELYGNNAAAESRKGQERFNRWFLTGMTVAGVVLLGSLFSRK
MEX-5 binding: C. elegans MEX-5 TCR-2 RNA binding activity; Q9XUB2; hit rate 0.38% among 300,000; activity score (negative = inhibition of binding), % at 10 µM; MEX-5/FITC-TCR2 RNA binding, fluorescence polarization; active compounds read low; AID 1832;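 active means inhibition past about -25% in most replicates, and total fluorescence under double the plate's negative control median, limit read from the data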;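 further: 0% = DMSO and -100% = 5 µM competing unlabeled TCR2 RNA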
MCL1-BIM inh: MCL1-BIM-BH3 interaction inhibition (human); GST-MCL1 / FITC-Bim-BH3 fluorescence polarization; inhibition, % at 10.9 µM; AID 2057; hit rate 0.68% among 320,000; Q07820;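 active means inhibition above the mean inhibition of all tested compounds plus 3 SD, set per campaign, cut at about 40% in these data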;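 further: 0% = DMSO wells and 100% = unlabeled Bim-BH3 peptide control; higher means more loss of mP so more displacement of Bim peptide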
Target sequence (Q07820 whole entry, looked up): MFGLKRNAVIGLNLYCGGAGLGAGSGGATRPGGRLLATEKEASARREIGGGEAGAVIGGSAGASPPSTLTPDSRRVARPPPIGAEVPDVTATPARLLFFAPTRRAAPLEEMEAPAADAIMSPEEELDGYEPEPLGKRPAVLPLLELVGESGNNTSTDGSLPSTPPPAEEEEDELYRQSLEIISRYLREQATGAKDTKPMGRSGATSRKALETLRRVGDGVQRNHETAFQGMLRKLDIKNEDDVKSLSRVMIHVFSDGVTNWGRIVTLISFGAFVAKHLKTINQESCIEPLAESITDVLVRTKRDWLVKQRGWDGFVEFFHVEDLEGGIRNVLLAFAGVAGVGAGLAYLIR
CR mimetic SO: lowers age-related superoxide in aged yeast cells; S. cerevisiae aged cells, superoxide DHE fluorescence; active compounds read low; hit rate 0.18% among 330,000; superoxide response (% of plate mean), % at 10 µM;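 active means superoxide response under a set limit, about three screen SD below normal, cut at about 65% in these data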;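 further: yeast aged for seven days with compound at 30 °C before DHE staining; 100% = average MFI of all compound-treated wells on the plate with controls excluded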
ZTA DNA inh: counter-screen for EBNA-1 inhibitors: inhibitors of Epstein-Barr virus ZTA; hit rate 0.15% among 320,000; inhibition, % at 11 µM; ZTA-DNA binding, fluorescence polarization; P03206; in the data active means inhibition above about 33%
Target sequence (P03206 whole entry, looked up): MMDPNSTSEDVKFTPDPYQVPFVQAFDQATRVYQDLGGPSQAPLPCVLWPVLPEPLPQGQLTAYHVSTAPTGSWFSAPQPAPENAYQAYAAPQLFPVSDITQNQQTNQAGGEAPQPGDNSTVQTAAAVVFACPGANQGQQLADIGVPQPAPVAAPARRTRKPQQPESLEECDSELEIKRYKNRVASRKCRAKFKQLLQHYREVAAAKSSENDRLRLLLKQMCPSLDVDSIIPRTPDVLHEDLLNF
EBNA-1 inh: blocks EBNA-1 binding to DNA; EBNA-1 DNA binding, fluorescence polarization; AID 1950; inhibition, % at 14.8 µM; hit rate 0.34% among 300,000; in the data active means inhibition above about 28%
Active calls of the source: *.

What do the screens show for `Cc1ccc(-c2nn(CC(=O)Nc3ccc4c(c3)nc3n4CCOC3)c(=O)c3ccccc23)cc1`?
Fam108B inh: -3; Efflux pump inh: -0.1; GLD-1 RNA inh: -6; Bcl-xL primary: -10; MEX-5 binding: -1.2; MCL1-BIM inh: -12; CR mimetic SO: 102; ZTA DNA inh: -9; EBNA-1 inh: -6

What do the screens show for `COc1ccc(N(Cc2cc3cc(OC)ccc3[nH]c2=O)C(=O)C2CCCO2)cc1` (stereo not given)?
Fam108B inh: -4; Efflux pump inh: -0.1; GLD-1 RNA inh: -2; Bcl-xL primary: -1; MEX-5 binding: 1.8; MCL1-BIM inh: 1; CR mimetic SO: 95; ZTA DNA inh: 16; EBNA-1 inh: 11

Results for O=C(COC(=O)c1cc([N+](=O)[O-])ccc1N1CCOCC1)Nc1ccc(Cl)cn1 ?
Fam108B inh: -1; Efflux pump inh: -0.1; GLD-1 RNA inh: 7; Bcl-xL primary: 2; MEX-5 binding: -3.5; MCL1-BIM inh: -6; CR mimetic SO: 102; ZTA DNA inh: 7; EBNA-1 inh: 6

What do the screens show for `C=CCOc1ccc(CNc2ccc3[nH]c(=O)[nH]c3c2)cc1OCC`?
Fam108B inh: 3; Efflux pump inh: 0.0; GLD-1 RNA inh: -5; Bcl-xL primary: 10; MEX-5 binding: 1.9; MCL1-BIM inh: 2; CR mimetic SO: 105; ZTA DNA inh: 12; EBNA-1 inh: 1

What do the screens show for `COc1cc(NC(=O)CC2NCCNC2=O)cc(OC)c1` (stereo not given)?
Fam108B inh: 3; Efflux pump inh: 0.3; GLD-1 RNA inh: 0; Bcl-xL primary: 1; MEX-5 binding: 1.3; MCL1-BIM inh: 0; CR mimetic SO: 106; ZTA DNA inh: 7; EBNA-1 inh: 7

How did CCOc1ccccc1CNC(=O)C1CCN(c2nn3c(=O)cc(C)nc3s2)CC1 do in these assays?
Fam108B inh: 3; Efflux pump inh: 0.1; GLD-1 RNA inh: 3; Bcl-xL primary: 0; MEX-5 binding: 3.2; MCL1-BIM inh: -1; CR mimetic SO: 78; ZTA DNA inh: 7; EBNA-1 inh: -10

Results for CC(=O)c1ccc(NC(=S)NCCc2ccccn2)cc1 ?
Fam108B inh: 4; Efflux pump inh: 0.0; GLD-1 RNA inh: 2; Bcl-xL primary: 5; MEX-5 binding: -0.1; MCL1-BIM inh: 1; CR mimetic SO: 98; ZTA DNA inh: 2; EBNA-1 inh: 6

What do the screens show for `CC(Nc1cccc2ccccc12)C(=O)N/N=C/c1ccc([N+](=O)[O-])cc1` (stereo not given)?
Fam108B inh: 8; Efflux pump inh: -0.5; GLD-1 RNA inh: 6; Bcl-xL primary: 0; MEX-5 binding: -2.0; MCL1-BIM inh: 11; CR mimetic SO: 109; ZTA DNA inh: 5; EBNA-1 inh: -3

Results for Cc1cccc2sc(N(CCCN(C)C)C(=O)c3ccco3)nc12 ?
Fam108B inh: -3; Efflux pump inh: 0.2; GLD-1 RNA inh: -5; Bcl-xL primary: -1; MEX-5 binding: 1.2; MCL1-BIM inh: -11; CR mimetic SO: 92; ZTA DNA inh: -12; EBNA-1 inh: -12

What do the screens show for `CCc1ccc(NC(=O)c2ccc(S(=O)(=O)NCc3cccnc3)cc2)cc1`?
Fam108B inh: -7; Efflux pump inh: 0.1; GLD-1 RNA inh: -10; Bcl-xL primary: -6; MEX-5 binding: -2.3; MCL1-BIM inh: -5; CR mimetic SO: 108; ZTA DNA inh: 0; EBNA-1 inh: -9

Results for NC(=O)c1ccc(NC(=O)COC(=O)c2ccc3c(c2)OCO3)cc1 ?
Efflux pump inh: -0.1; GLD-1 RNA inh: 11; Bcl-xL primary: -1; MCL1-BIM inh: 0; CR mimetic SO: 83; ZTA DNA inh: 6

Results for CCOC(=O)Cn1c(=O)c2c(nc(N3CCCCC3)n2Cc2ccccc2)n(C)c1=O ?
Fam108B inh: 4; Efflux pump inh: 0.0; GLD-1 RNA inh: -3; Bcl-xL primary: 3; MCL1-BIM inh: -6; CR mimetic SO: 109; ZTA DNA inh: 12; EBNA-1 inh: 1

How did Cc1ccccc1CSc1nnc2ccc(-c3ccncc3)nn12 do in these assays?
Fam108B inh: -4; Efflux pump inh: 0.3; GLD-1 RNA inh: -3; Bcl-xL primary: -3; MEX-5 binding: 0.9; MCL1-BIM inh: 4; CR mimetic SO: 91; ZTA DNA inh: 10; EBNA-1 inh: -8

What do the screens show for `Clc1cccc(N=NN2CCOCC2)c1Cl`?
Fam108B inh: 4; Efflux pump inh: -0.1; GLD-1 RNA inh: 0; Bcl-xL primary: 4; MEX-5 binding: -0.1; MCL1-BIM inh: 3; CR mimetic SO: 98; ZTA DNA inh: -21; EBNA-1 inh: 1

How did Cc1ccc(Nc2nnc(SCn3nnc4ccccc4c3=O)s2)cc1 do in these assays?
Fam108B inh: 0; Efflux pump inh: 0.1; GLD-1 RNA inh: 6; Bcl-xL primary: 8; MEX-5 binding: 2.4; MCL1-BIM inh: 7; CR mimetic SO: 99; ZTA DNA inh: -8; EBNA-1 inh: -2

What do the screens show for `Cc1ccc(C)c(S(=O)(=O)N2CCN(C(=O)CCNS(=O)(=O)c3ccccc3)CC2)c1`?
Fam108B inh: 0; Efflux pump inh: 0.0; GLD-1 RNA inh: -3; Bcl-xL primary: 5; MEX-5 binding: 0.6; MCL1-BIM inh: 4; CR mimetic SO: 97; ZTA DNA inh: -1; EBNA-1 inh: 4

What do the screens show for `O=C(NCc1ccc2c(c1)OCO2)c1ccc2c(c1)OCO2`?
Fam108B inh: 2; Efflux pump inh: 0.1; GLD-1 RNA inh: 2; Bcl-xL primary: 4; MEX-5 binding: 0.7; MCL1-BIM inh: 2; CR mimetic SO: 97; ZTA DNA inh: -17; EBNA-1 inh: -5

Results for Cc1ccccc1NS(=O)(=O)c1cccc(C(=O)Nc2cccc(C(=O)O)c2)c1 ?
Fam108B inh: 2; Efflux pump inh: -0.1; GLD-1 RNA inh: 1; Bcl-xL primary: 3; MEX-5 binding: 0.7; MCL1-BIM inh: -1; CR mimetic SO: 105; ZTA DNA inh: 10; EBNA-1 inh: -5

How did O[C@@H]1CN(C2CCCCC2)CC[C@H]1N1CCN(CCc2ccccc2)CC1 do in these assays?
Fam108B inh: -1; Efflux pump inh: 0.2; GLD-1 RNA inh: -3; Bcl-xL primary: 2; MEX-5 binding: -1.0; MCL1-BIM inh: 7; CR mimetic SO: 104; ZTA DNA inh: -8; EBNA-1 inh: -6

What do the screens show for `COc1cc(C=O)ccc1Oc1cnccn1`?
Fam108B inh: 5; Efflux pump inh: -0.1; GLD-1 RNA inh: -3; Bcl-xL primary: 4; MEX-5 binding: 0.6; MCL1-BIM inh: -2; CR mimetic SO: 88; ZTA DNA inh: 6; EBNA-1 inh: 4

What do the screens show for `COc1ccc(C(C)=O)cc1COC(=O)c1cnc(Cl)c(Cl)c1`?
Fam108B inh: -5; Efflux pump inh: 0.3; GLD-1 RNA inh: -4; Bcl-xL primary: 0; MEX-5 binding: 0.2; MCL1-BIM inh: -5; CR mimetic SO: 109; ZTA DNA inh: 1; EBNA-1 inh: -4

Results for Cc1ccc(C)c(NS(=O)(=O)c2cc(C(=O)N3CCc4ccccc4C3)ccc2Cl)c1 ?
Fam108B inh: -6; Efflux pump inh: 0.1; GLD-1 RNA inh: 6; Bcl-xL primary: 3; MEX-5 binding: 2.3; MCL1-BIM inh: 0; CR mimetic SO: 107; ZTA DNA inh: 0; EBNA-1 inh: -6

Results for Cc1ccc(/C=C/C(=O)Nc2ccc(S(=O)(=O)Nc3cc(C)nc(C)n3)cc2)cc1 ?
Fam108B inh: 2; Efflux pump inh: 0.1; GLD-1 RNA inh: -6; Bcl-xL primary: 5; MEX-5 binding: -1.1; MCL1-BIM inh: -1; CR mimetic SO: 126; ZTA DNA inh: 1; EBNA-1 inh: 16

Results for CC12CCC(=O)N1C(C(=O)NNC(=O)c1ccc(F)cc1)CS2 (stereo not given) ?
Fam108B inh: -2; Efflux pump inh: 0.2; GLD-1 RNA inh: 1; Bcl-xL primary: -2; MEX-5 binding: -2.3; MCL1-BIM inh: -1; CR mimetic SO: 92; ZTA DNA inh: -8; EBNA-1 inh: -11

What do the screens show for `Cc1ccc(C)c(CN2C(=O)CSc3ccc(C(=O)NCCN4CCOCC4)cc32)c1`?
Fam108B inh: 1; Efflux pump inh: 0.3; GLD-1 RNA inh: 0; Bcl-xL primary: 6; MEX-5 binding: 3.3; MCL1-BIM inh: 6; CR mimetic SO: 104; ZTA DNA inh: -24; EBNA-1 inh: 1

What do the screens show for `CCn1c(SCC(=O)NC2CC2)nnc1-c1ccncc1`?
Fam108B inh: -1; Efflux pump inh: -0.4; GLD-1 RNA inh: 1; Bcl-xL primary: 7; MEX-5 binding: 2.0; MCL1-BIM inh: 2; CR mimetic SO: 114; ZTA DNA inh: 5; EBNA-1 inh: 2

Results for CCOP(=O)(OCC)C(NC(=O)Nc1ccc(Cl)cc1)C(=O)N(CC)CC (stereo not given) ?
Fam108B inh: -1; Efflux pump inh: 0.0; GLD-1 RNA inh: 5; Bcl-xL primary: -1; MEX-5 binding: -2.2; MCL1-BIM inh: 1; CR mimetic SO: 93; ZTA DNA inh: -15; EBNA-1 inh: -8

What do the screens show for `Cn1cnnc1SCC(=O)c1ccc(O)c(O)c1`?
Fam108B inh: -7; Efflux pump inh: 0.0; GLD-1 RNA inh: -3; Bcl-xL primary: 4; MEX-5 binding: -4.5; MCL1-BIM inh: 2; CR mimetic SO: 96; ZTA DNA inh: 0; EBNA-1 inh: 0

What do the screens show for `COc1ccc(CN2CCC(Oc3ccc(C(=O)NCc4ccccn4)cc3)CC2)c(F)c1`?
Fam108B inh: -1; Efflux pump inh: -0.2; GLD-1 RNA inh: 9; Bcl-xL primary: 5; MEX-5 binding: 0.7; MCL1-BIM inh: 9; CR mimetic SO: 97; ZTA DNA inh: -21; EBNA-1 inh: 14

How did COc1ccccc1-n1cnnc1SCC(=O)NC1CCCCC1 do in these assays?
Efflux pump inh: -0.1; GLD-1 RNA inh: 8; Bcl-xL primary: -12; MCL1-BIM inh: -9; CR mimetic SO: 75; ZTA DNA inh: -2

Results for Cc1cccc(NC(=O)N2C3CCCC2CC(NC(=O)C(C)(C)C)C3)c1 (stereo not given) ?
Fam108B inh: 4; Efflux pump inh: 0.0; GLD-1 RNA inh: -1; Bcl-xL primary: 4; MEX-5 binding: -1.7; MCL1-BIM inh: -3; CR mimetic SO: 94; ZTA DNA inh: -1; EBNA-1 inh: 15

How did CCOC(=O)c1c(NC(=O)COC(=O)c2ccc(O)cc2)sc(C(=O)N(C)C)c1C do in these assays?
Fam108B inh: -3; Efflux pump inh: 0.1; GLD-1 RNA inh: -7; Bcl-xL primary: 1; MEX-5 binding: -1.9; MCL1-BIM inh: -6; CR mimetic SO: 96; ZTA DNA inh: 12; EBNA-1 inh: 1

Results for CC(Cc1cccs1)NC(=O)Nc1ccc(F)cc1 (stereo not given) ?
Fam108B inh: 2; Efflux pump inh: 0.0; GLD-1 RNA inh: 1; Bcl-xL primary: 1; MEX-5 binding: 2.5; MCL1-BIM inh: 6; CR mimetic SO: 100; ZTA DNA inh: -6; EBNA-1 inh: -3

How did Nc1cc(S(=O)(=O)N2CCCCC2)ccc1N1CCOCC1 do in these assays?
Fam108B inh: -2; Efflux pump inh: 0.2; GLD-1 RNA inh: -8; Bcl-xL primary: 6; MEX-5 binding: 1.0; MCL1-BIM inh: 6; CR mimetic SO: 100; ZTA DNA inh: -5; EBNA-1 inh: 3
